# Screening data as filed in PubChem.
# VIM-2 inh: VIM-2 metallo-beta-lactamase inhibitors, primary screen, biochemical, epi-absorbance readout, Pseudomonas aeruginosa enzyme; actives 0.89% (n = 290,000); AID 1527, 2009; inhibition, % at 5.6 µM; purified VIM-2, nitrocefin hydrolysis, epi-absorbance fluorescence;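 active = inhibition above the mean of all tested compounds plus 3 SD, cutoff set per screening run, cut at about 7.5% in these data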;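 also: red hydrolysis product quenches plate fluorescence so inhibitors raise well fluorescence; 0% = enzyme with DMSO and 100% = DMSO without enzyme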
# IMP-1 inh: IMP-1 metallo-beta-lactamase inhibitors, primary screen, biochemical, epi-absorbance readout, Pseudomonas aeruginosa enzyme; metallo-beta-lactamase IMP-1 (Pseudomonas aeruginosa); purified IMP-1, nitrocefin hydrolysis, epi-absorbance fluorescence; inhibition, % at 5.6 µM; actives 0.45% (n = 290,000); AID 1556, 2009;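 active = inhibition above the mean plus 3 SD of all compounds in the same screening run, cut at about 4.5% in these data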;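 also: 0% = IMP-1 with DMSO and 100% = DMSO wells lacking enzyme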
#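 System: purified IMP-1 / Input: IMP-1 dispensed at 0.2 nM / Medium: 50 mM HEPES pH 7.1, 50 µM ZnSO4, 0.05% Brij 35 / Timing: 15 min enzyme–compound preincubation, then 25 min nitrocefin reaction, 25 °C / Technique: plate fluorescence quenching by hydrolysis product, ex 480/em 530 nm / Repeats: singlicate testing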
# NS3 helicase inh: inhibitors of HCV NS3 helicase, primary screen, biochemical, Cy5 molecular beacon fluorescence; inhibition, % at 10.9 µM; NS3 helicase DNA unwinding; actives 0.56% (n = 290,000); Hepatitis C virus NS3 helicase; AID 1800, 2009;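 active = inhibition above the mean of all tested compounds plus 3 SD, set per campaign, cut at about 35% in these data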;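 also: 0% = DMSO wells and 100% = thioflavine S control wells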
#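 Compound dosing – single dose, 10.9 µM nominal final, DMSO 0.8% final · System – NS3 helicase fragment of HCV · Buffer or medium – MOPS pH 6.5, MgCl2, DTT, Tween20, BSA · Signal – Cy5 beacon fluorescence read at start and 1 h · Also added – annealed dual-labelled DNA beacon duplex, ATP-started · Schedule – 1 h at 25 °C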
# V1aR counter: agonists of human V1a receptor, primary screen, counter-screen for OXTR agonist project, fluorescence, CHO-V1R cells. Vasopressin V1a receptor (Homo sapiens), P37288. Fluo-8 calcium fluorescence, agonist mode; 0% DMSO, 100% 3 nM vasopressin. activation, % at 3 µM. actives 0.25% (n = 320,000). AID 2797, 2010;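 active = activation above the mean activation of all tested compounds plus 3 SD, per screening run, cut at about 20% in these data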;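 also: signal is peak over basal fluorescence ratio across a 100 second FLIPR read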
# Target sequence (P37288 whole entry, looked up): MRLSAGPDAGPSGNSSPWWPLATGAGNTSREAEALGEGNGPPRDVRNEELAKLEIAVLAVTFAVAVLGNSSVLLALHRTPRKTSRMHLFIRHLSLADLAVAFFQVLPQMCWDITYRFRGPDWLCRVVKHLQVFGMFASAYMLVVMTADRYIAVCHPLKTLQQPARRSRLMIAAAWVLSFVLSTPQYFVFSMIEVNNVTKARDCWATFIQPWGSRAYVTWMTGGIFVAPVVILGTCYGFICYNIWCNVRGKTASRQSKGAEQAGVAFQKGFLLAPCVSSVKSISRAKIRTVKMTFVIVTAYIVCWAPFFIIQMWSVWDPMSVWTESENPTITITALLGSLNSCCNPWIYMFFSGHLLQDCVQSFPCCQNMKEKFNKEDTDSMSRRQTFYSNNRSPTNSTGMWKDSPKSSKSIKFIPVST
# GalR3 antagonist: GalR3 antagonists in HEK293 cells, primary screen, cell-based, fluorescence readout; Galanin receptor type 3 (Homo sapiens), O60755; HEK293 GalR3-CNG cAMP membrane potential fluorescence; galR3 body fused to GalR1 C-terminus; inhibition, % at 3 µM; actives 0.44% (n = 360,000); AID 651719, 2012;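 active = inhibition above the screen-wide average plus 3 SD, cut at about 13% in these data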;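 also: forskolin and galanin both at EC90 stimulate the cells; cAMP rise reported by CNG channel membrane potential dye signal; 0% = forskolin plus galanin with DMSO and 100% = forskolin alone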
# FID counter: compounds displacing fluorescent DNA intercalator, primary screen, artefact control for HCV NS3 helicase inhibitor project, biochemical, FID fluorescence. DNA fluorescent intercalator displacement. inhibition, % at 7.9 µM. actives 0.17% (n = 290,000); in the data active = inhibition above about 37%;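 also: 0% = vehicle and 100% = reference compound; higher means more ethidium bromide displaced from hairpin DNA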
# OXTR agonist: human OXTR agonists, primary screen, fluorescence, CHO-OTR cells, Fluo-8 calcium | Oxytocin receptor (Homo sapiens), P30559 | Fluo-8 calcium fluorescence; normalized: DMSO 0%, oxytocin 100% | activation, % at 3 µM | actives 0.32% (n = 320,000);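 active = activation above the mean of all tested compounds plus 3 SD, cutoff set per screening run, cut at about 20% in these data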;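 also: peak over basal fluorescence ratio from a 100 s FLIPR kinetic read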
# GPR7 antag: GPR7 receptor antagonists, primary screen, cell-based, fluorescence, single concentration | Neuropeptides B/W receptor type 1 (Homo sapiens), P48145 | GPR7-expressing cells, fluorescence antagonist assay | inhibition, % at 4.4 µM | actives 1.1% (n = 290,000) | AID 1861, 2009; in the data active = inhibition above about 16%, passing the limit was not always enough;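 also: cells stimulated with the agonist NPW; 0% = agonist with vehicle and 100% = vehicle without agonist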
# Target sequence (P48145 whole entry, looked up): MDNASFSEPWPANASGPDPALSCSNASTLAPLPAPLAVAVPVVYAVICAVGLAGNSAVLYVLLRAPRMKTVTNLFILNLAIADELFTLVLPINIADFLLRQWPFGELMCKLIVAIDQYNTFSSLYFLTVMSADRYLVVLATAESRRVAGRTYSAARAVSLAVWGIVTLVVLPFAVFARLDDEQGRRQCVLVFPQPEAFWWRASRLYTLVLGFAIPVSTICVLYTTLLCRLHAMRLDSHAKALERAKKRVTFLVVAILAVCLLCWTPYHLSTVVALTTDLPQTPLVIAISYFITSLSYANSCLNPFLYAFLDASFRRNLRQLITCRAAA
# PHOSPHO1 block: PubChem AID 1565; Phosphoethanolamine/phosphocholine phosphatase (Homo sapiens), Q8TCT1; recombinant PHOSPHO1, absorbance phosphatase assay; inhibition, % at 13.3 µM; actives 1.1% (n = 290,000); in the data active = inhibition above about 60%
# Starred values were filed as active, the others as inactive; x = not tested or not shown; & = joins results of further samples.
(1) C=CC[n+]1ccc(/C=C2\C=Cc3cc(C)ccc3N2CC)c2ccccc21
(2) COc1ccc(C2CNC(=O)C2)cc1OC1CCCC1 (stereo not given)
(3) Nc1nc(O)c(N=Nc2ccc(S(N)(=O)=O)cc2)c(=O)[nH]1
(4) CN(C)CCC[C@]1(c2ccc(F)cc2)OCc2cc(C#N)ccc21
(5) COc1ccc(-c2cc(=O)c3c(O)cc(O[C@@H]4O[C@H](CO[C@@H]5O[C@@H](C)[C@H](O)[C@@H](O)[C@H]5O)[C@@H](O)[C@H](O)[C@H]4O)cc3o2)cc1O
(6) CCCCNc1ccc(C(=O)OCCN(C)C)cc1
entry no. | 1 | 2 | 3 | 4 | 5 | 6
FID counter | 8 | -4&1&-8 | 3 | 15 | -9 | 3
PHOSPHO1 block | 2 | 4&-30 | 9 | 0 | 41 | 13
OXTR agonist | x | -0.2 | x | 0.4 | 0.3 | 5.4
GPR7 antag | 26* | -16&-10&9 | -1 | 1 | -14 | -18
IMP-1 inh | -4.8 | -2.4&-1.6&1.1 | -3.7 | -5.5 | -4.2 | 0.1
GalR3 antagonist | x | x | 0 | -5 | -4 | x
NS3 helicase inh | -21 | -5&1&-3 | 4 | -13 | -5 | -2
VIM-2 inh | 3.0 | -3.5&-2.9&0.4 | -2.9 | -2.2 | -1.8 | -2.6
V1aR counter | x | 1.3 | x | 1.1 | 0.3 | 1.1

# Just PHOSPHO1 block and GalR3 antagonist, for some of the entries so far:
item	compound	PHOSPHO1 block	GalR3 antagonist
4	CN(C)CCC[C@]1(c2ccc(F)cc2)OCc2cc(C#N)ccc21	0	-5
1	C=CC[n+]1ccc(/C=C2\C=Cc3cc(C)ccc3N2CC)c2ccccc21	2	x
5	COc1ccc(-c2cc(=O)c3c(O)cc(O[C@@H]4O[C@H](CO[C@@H]5O[C@@H](C)[C@H](O)[C@@H](O)[C@H]5O)[C@@H](O)[C@H](O)[C@H]4O)cc3o2)cc1O	41	-4

# In another format: entries from further up.
item | canonical_smiles | FID counter | PHOSPHO1 block | OXTR agonist | GPR7 antag | IMP-1 inh | GalR3 antagonist | NS3 helicase inh | VIM-2 inh | V1aR counter
4 | CN(C)CCC[C@]1(c2ccc(F)cc2)OCc2cc(C#N)ccc21 | 15 | 0 | 0.4 | 1 | -5.5 | -5 | -13 | -2.2 | 1.1
5 | COc1ccc(-c2cc(=O)c3c(O)cc(O[C@@H]4O[C@H](CO[C@@H]5O[C@@H](C)[C@H](O)[C@@H](O)[C@H]5O)[C@@H](O)[C@H](O)[C@H]4O)cc3o2)cc1O | -9 | 41 | 0.3 | -14 | -4.2 | -4 | -5 | -1.8 | 0.3
6 | CCCCNc1ccc(C(=O)OCCN(C)C)cc1 | 3 | 13 | 5.4 | -18 | 0.1 | x | -2 | -2.6 | 1.1

# Continuation.
(7) CN1CCCN=C1COC(=O)C(O)(c1ccccc1)C1CCCCC1 (stereo not given)
(8) CCC(NC(C)C)C(O)c1ccc(O)c2[nH]c(=O)ccc12 (stereo not given)
(9) CC(C)=CCOc1c2ccoc2cc2oc(=O)ccc12
(10) Cc1cccc2c1NC(=O)C2(c1ccc(O)cc1)c1ccc(O)cc1
(11) Cc1cncn1CCc1nc2c3ccccc3nc(SCC(=O)Nc3cccc(Cl)c3)n2n1
(12) N#Cc1ccc(C(c2ccc(C#N)cc2)n2cncn2)cc1
entry no. | 7 | 8 | 9 | 10 | 11 | 12
FID counter | 6 | -3 | -8 | -17 | 31 | 0
PHOSPHO1 block | 8 | -4 | 1 | 0 | -20 | -20
OXTR agonist | -0.2 | 1.8 | -2.0 | -0.1 | 3.5 | x
GPR7 antag | 3 | -19 | 1 | 67* | 0 | -6
IMP-1 inh | -3.2 | -4.4 | -4.0 | -1.9 | -3.2 | -2.1
GalR3 antagonist | x | x | -2 | 1 | -13 | x
NS3 helicase inh | -2 | 0 | 3 | -5 | -60 | 0
VIM-2 inh | -2.4 | -2.4 | -0.7 | -1.9 | 0.0 | -2.9
V1aR counter | 2.6 | 0.3 | -1.5 | 0.4 | 4.4 | x

(13) C/C=C(/C)C(=O)OC(C)(C)[C@@H]1Cc2c(ccc3ccc(=O)oc23)O1
(14) COc1cc2ncnc(Nc3cccc(Cl)c3)c2cc1OC
(15) CCCc1nc(C(C)(C)O)c(C(=O)O)n1Cc1ccc(-c2ccccc2-c2nn[nH]n2)cc1
(16) C1COC(NC(C2CC2)C2CC2)=N1
(17) CN(C)CCCC1(c2ccc(F)cc2)OCc2cc(C#N)ccc21 (stereo not given)
(18) CC(=O)Nc1ccc(CC(=O)O)cc1
entry no. | 13 | 14 | 15 | 16 | 17 | 18
FID counter | -28 | 3 | -18 | -30 | 9&10 | 3
PHOSPHO1 block | 8 | 44 | 32 | 6 | -6&24 | 32
OXTR agonist | -2.4 | x | 0.3 | -0.7 | 3.0 | -0.5
GPR7 antag | -10 | 2 | -13 | 0 | -4&-2 | -10
IMP-1 inh | -4.2 | -1.4 | -0.9 | -2.5 | -1.9&-1.6 | -0.3
GalR3 antagonist | -8 | x | x | -3 | x | x
NS3 helicase inh | -3 | -15 | 4 | 4 | 3&-15 | -2
VIM-2 inh | -3.7 | -1.6 | -1.0 | -3.0 | -1.1&-2.9 | -2.7
V1aR counter | -1.1 | x | -1.4 | -0.9 | 1.0 | -0.3

# GPR7 antag: what is marked active above.
No.	compound	PHOSPHO1 block	GPR7 antag	IMP-1 inh	GalR3 antagonist	NS3 helicase inh	VIM-2 inh
1	C=CC[n+]1ccc(/C=C2\C=Cc3cc(C)ccc3N2CC)c2ccccc21	2	26*	-4.8	x	-21	3.0
10	Cc1cccc2c1NC(=O)C2(c1ccc(O)cc1)c1ccc(O)cc1	0	67*	-1.9	1	-5	-1.9

# Carrying on.
(19) CCn1cc(C(=O)O)c(=O)c2cnc(N3CCNCC3)nc21
(20) CCCCCC(=O)O[C@]1(C(C)=O)CC[C@H]2[C@@H]3CCC4=CC(=O)CC[C@]4(C)[C@H]3CC[C@@]21C
(21) COc1ccc(C[C@H]2COC(=O)[C@@H]2Cc2ccc(OC3OC(CO)C(O)C(O)C3O)c(OC)c2)cc1OC (stereo not given in full)
(22) O=c1oc2c(O)c(O)cc3c(=O)oc4c(O)c(O)cc1c4c23
entry no. | 19 | 20 | 21 | 22
FID counter | -2 | -22 | -7 | 5
PHOSPHO1 block | 4 | 6 | 16 | 45
OXTR agonist | 0.9 | 0.2 | 0.1 | -0.1
GPR7 antag | -13 | -4 | -10 | -9
IMP-1 inh | -1.3 | -0.7 | -2.6 | 6.1*
GalR3 antagonist | x | -4 | x | x
NS3 helicase inh | 2 | 9 | 5 | 31
VIM-2 inh | 0.2 | 1.8 | -3.0 | -0.2
V1aR counter | 0.3 | 0.8 | -1.5 | -0.7

# Three of the entries above in order of the GalR3 antagonist value, rising:
no. | molecule | GalR3 antagonist
20 | CCCCCC(=O)O[C@]1(C(C)=O)CC[C@H]2[C@@H]3CCC4=CC(=O)CC[C@]4(C)[C@H]3CC[C@@]21C | -4
16 | C1COC(NC(C2CC2)C2CC2)=N1 | -3
9 | CC(C)=CCOc1c2ccoc2cc2oc(=O)ccc12 | -2

# Some of the compounds tested; rates above refer to the full screens.
